ERp5 inh: inhibitors of ERp5-driven insulin aggregation, primary screen, biochemical, turbidity, absorbance 650 nm, single point; AID 651711, 2012; inhibition, % at 9.99 µM; Protein disulfide-isomerase A6 (Homo sapiens), Q15084; hit rate 0.05% among 350,000; 90 min;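 active = mean replicate inhibition above about 25%, with every replicate also reaching it, limit read from the data, passing the limit was not always enough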
Target sequence (Q15084 whole entry, looked up): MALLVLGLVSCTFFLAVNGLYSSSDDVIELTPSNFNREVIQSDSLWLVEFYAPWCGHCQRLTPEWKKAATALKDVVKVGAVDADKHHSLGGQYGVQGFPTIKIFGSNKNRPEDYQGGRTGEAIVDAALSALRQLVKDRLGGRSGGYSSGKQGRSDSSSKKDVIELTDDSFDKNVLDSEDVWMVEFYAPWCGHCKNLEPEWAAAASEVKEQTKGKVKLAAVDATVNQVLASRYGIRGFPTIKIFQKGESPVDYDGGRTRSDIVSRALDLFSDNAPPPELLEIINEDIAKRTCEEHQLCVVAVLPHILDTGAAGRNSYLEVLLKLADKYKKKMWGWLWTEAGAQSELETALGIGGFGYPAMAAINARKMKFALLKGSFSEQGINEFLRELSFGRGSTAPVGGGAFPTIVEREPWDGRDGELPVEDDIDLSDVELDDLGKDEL
XiGFP reactiv: activators of inactive X chromosome reactivation, primary screen, imaging, XiGFP fibroblasts, GFP high-content imaging, set 2 | XiGFP mouse fibroblasts, % GFP-positive cells imaging, 3 d; cells co-treated with 5-aza-dC sensitizer; scaled so ellipticine positive control = 100% | activation, % at 7.58 µM | hit rate 0.055% among 360,000 | AID 743238, 2013;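 active = mean normalized replicate activation at least 10% and every replicate at or above 10%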;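 note: 0% = median of on-plate neutral control wells and 100% = ellipticine 6 µM median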
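Material: XiGFP fibroblasts, SV40-immortalized. Buffer or medium: DMEM plus 5-aza-dC sensitizer. Compound: single concentration per compound, delivered by pin transfer. Times: 3 days compound exposure. Controls: ellipticine 6 µM.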
RAD54 branch: inhibitors of human RAD54 branch migration, primary screen, biochemical, fluorescence, single point; RAD54 Holliday junction branch migration, FAM/BHQ fluorescence; hit rate 0.14% among 360,000; AID 602329, 2012; inhibition, % at 10.4 µM; DNA repair and recombination protein RAD54-like (Homo sapiens), Q92698;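 active = mean normalized replicate activity at least 40 and at least half of replicates scoring 40 or more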;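 note: 0% = median of neutral control wells and 100% = median of positive control wells; inhibitors cause a drop in the FAM fluorescence signal; in these data hits start at about 50%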
RAD52 inh: RAD52 DNA annealing inhibitors, primary screen, biochemical, FRET, single point, set 2; DNA repair protein RAD52 homolog (Homo sapiens), P43351; recombinant RAD52 DNA annealing, FRET fluorescence; inhibition, % at 18.7 µM; hit rate 0.46% among 360,000; AID 651710, 2012;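 active = every replicate showing at least 50% inhibition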
Target sequence (P43351 whole entry, looked up): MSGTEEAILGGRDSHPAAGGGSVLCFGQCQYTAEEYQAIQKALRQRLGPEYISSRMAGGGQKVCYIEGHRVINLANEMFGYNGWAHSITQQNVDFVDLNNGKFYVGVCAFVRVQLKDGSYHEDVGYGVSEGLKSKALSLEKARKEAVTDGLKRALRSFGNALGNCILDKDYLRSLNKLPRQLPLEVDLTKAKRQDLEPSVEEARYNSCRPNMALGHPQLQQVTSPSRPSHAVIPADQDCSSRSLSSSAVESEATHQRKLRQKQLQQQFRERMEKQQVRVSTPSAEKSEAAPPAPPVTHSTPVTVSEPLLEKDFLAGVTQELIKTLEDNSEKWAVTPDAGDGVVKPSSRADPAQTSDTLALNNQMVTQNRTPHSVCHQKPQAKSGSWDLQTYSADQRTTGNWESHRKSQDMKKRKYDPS
ERAP1 HTS inh: human ERAP1 aminopeptidase inhibitors, primary screen, biochemical, single point, plate reader; Endoplasmic reticulum aminopeptidase 1 (Homo sapiens), Q9NZ08; recombinant ERAP1, Leu-AMC fluorescence, 60 min; inhibition, % at 10.7 µM; hit rate 0.15% among 340,000; AID 652197, 2013;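 active = mean replicate inhibition of at least 30%, or all replicates individually reaching that 30% level; inactive = mean below 30% and not every replicate reaching it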;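 note: 0% = neutral control wells and 100% = L-leucinethiol positive control wells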
S100A4 MyoIIA: inhibitors of S100A4-myosin IIA peptide binding, primary screen, biochemical, fluorescence polarization, TAMRA-MyoIIA peptide. AID 652163, 2013. inhibition, % at 10.7 µM. hit rate 0.14% among 360,000. Protein S100-A4 (Homo sapiens), P26447;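 active = mean inhibition of at least 70% across replicates, with every replicate also reaching that level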
Target sequence (P26447 whole entry, looked up): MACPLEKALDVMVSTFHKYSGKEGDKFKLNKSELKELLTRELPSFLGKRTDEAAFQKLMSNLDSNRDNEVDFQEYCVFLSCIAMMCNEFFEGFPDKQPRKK
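Material: S100A4 monomer (human). Medium: Calcium-containing HEPES buffer, pH 7.2. Probe or stimulus: labelled myosin peptide probe, 5 nM. Compound dosing: one concentration per compound. Timing: polarization read 5 min after assay mix addition, stable 5–60 min. Benchmarks: DMSO as neutral control, TFP as positive control.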
E-sel inducer: E-selectin induction in HUVECs, primary screen, imaging, HUVEC, immunofluorescence imaging, single point; hit rate 0.37% among 260,000; P16581; normalized: neutral wells 0, TNF-alpha wells 100; activation, % at 7.58 µM;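 active = mean E-selectin-positive cell signal at least 10% of the positive control, reached in at least 60% of replicates, without over 20% cell loss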;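 note: in these data hits start at about 27%; measured in HUVEC primary endothelial cells; signal is the percent of cells scored E-selectin positive by PE staining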
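Assay system: HUVEC, human umbilical vein endothelial cells / Amount: 3,000 HUVEC/well / Controls: TNF-alpha positive control, DMSO neutral control / Compound dosing: single concentration / Medium: EGM-2 over gelatin coat / Evaluation: percent E-selectin-positive cells / Signal: immunofluorescence imaging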
esBAF inh: Bmi1 luciferase reporter increase in mESCs, primary screen, esBAF inhibitor project, mouse ES cells, Bmi1 luciferase knock-in, single point; 24 h; 100% = twice the neutral-well signal; reporter increase, % at 12.5 µM; hit rate 2% among 350,000; in the data active = activation above about 40%;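 note: 0% = median of the plate's neutral control wells and 100% = double that signal; a rise in the Bmi1 reporter signal indicates esBAF inhibition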
* hit, by the source's call; · = not tested or not shown; & = joins results of further samples.

SMILES | ERp5 inh | XiGFP reactiv | RAD54 branch | RAD52 inh | ERAP1 HTS inh | S100A4 MyoIIA | E-sel inducer | esBAF inh
OC[C@H]1[C@H](c2ccc(-c3ccc(F)cc3)cc2)[C@@H]2CN(Cc3ccncc3)CCCCN12 | -1 | 0.1 | 1 | -24 | 1 | 2 | -0.2 | 5
Cc1ccc(OCC(=O)NNC(=O)c2ccco2)c(C)c1 | 1 | 0.0 | 1 | -12 | -1 | 1 | · | 7
CCCn1c(N)c(N(CCOC)C(=O)CSc2cc(C)c3ccccc3n2)c(=O)[nH]c1=O | 5 | -0.7 | 6 | -1 | 2 | -1 | 0.5 | -11
O=C(Nc1ccccc1)c1nccn1Cc1ccc(F)cc1 | 3 | -0.1 | 4 | 0 | 2 | 2 | · | 28
O=C(NCc1ccccc1)c1cc(C2CCCN(C(=O)CCc3ccccc3)C2)on1 (configuration not stated) | 0 | 0.2 | 1 | -2 | -2 | 1 | 0.1 | 12
CN(C)Cc1c(C(=O)N/N=C/c2cccc(OCc3ccccc3)c2)nnn1-c1nonc1N | -2 | 0.0 | -2 | -17 | -3 | -1 | 0.4 | 5
Cc1c(NC(=O)CSc2nnc(C(C)N(C)C)n2-c2ccccc2)c(=O)n(-c2ccccc2)n1C (configuration not stated) | 3 | 0.2 | 2 | -11 | -1 | 0 | -0.2 | -7
C[C@H]1CN([C@@H](C)CO)C(=O)Cc2cc(NC(=O)Nc3ccc4c(c3)OCO4)ccc2O[C@H]1CN(C)C | -3 | 0.1 | 6 | 10 | 0 | -6 | 4.1 | -2
CCN(CC(=O)NCc1ccc(F)cc1)c1ccc(S(C)(=O)=O)cc1[N+](=O)[O-] | 2 | 0.2 | 10 | 1 | -1 | 2 | 2.9 | -5
CC(=O)NCC(=O)OCC(=O)c1ccccc1 | 0 | · | 2 | -13 | 0 | -1 | · | 0
C[C@H](CO)N1C[C@H](C)[C@H](CN(C)C(=O)Nc2ccc(F)cc2)Oc2c(NC(=O)c3nc4ccccc4s3)cccc2C1=O | -4 | -0.1 | -7 | -9 | 0 | 21 | 0.0 | 1
COc1cccc(-c2cnc3c(c2)C(=O)N([C@H](C)CO)C[C@H](C)[C@@H](CN(C)C(=O)Nc2ccccc2F)O3)c1 | -1 | -0.5 | 6 | -2 | 5 | -2 | 0.1 | 2
N#C[C@H]1[C@H](c2ccc(C#CC3CCCC3)cc2)[C@H](CO)N1S(=O)(=O)c1ccccc1 | 2 | -0.2 | -24 | 0 | 5 | -3 | 1.2 | 8
Cc1cc(C(=O)Nc2cccc3c2O[C@@H](CN(C)C(=O)Nc2ccc4c(c2)OCO4)[C@H](C)CN([C@H](C)CO)C3=O)n(C)n1 | 3 | 0.4 | 9 | 4 | 1 | -16 | 5.0 | 5
C[C@@H]1CN([C@H](C)CO)S(=O)(=O)c2ccc(-c3cccc(C#N)c3)cc2O[C@H]1CN(C)C(=O)Nc1cc(F)ccc1F | 7&-6&-1 | 0.0&-1.3 | -1&-3 | -4&-26&-1 | 9&1&-1 | 1&9&-3 | -0.3&0.3 | 2&-6&4
Cc1cc(C)c(C)c(OCC(=O)N2CCN(c3ccccn3)CC2)c1 | -7 | 0.3 | 3 | -6 | 2 | 0 | · | 2
CCOC(=O)N1CCC(NC(=O)CN(c2ccc(C(C)C)cc2)S(=O)(=O)c2c(C)nn(C)c2C)CC1 | 4 | 0.0 | 0 | -13 | -4 | -11 | · | 4
CCCN1C2CCCC1CC(NC(=O)c1cccc(Cl)c1)C2 (configuration not stated) | 1 | 0.0 | 4 | -18 | -4 | -42 | · | -4
N#CC1(NC(=O)COC(=O)CSc2ccc(F)cc2)CCCCC1 | 6 | 0.3 | -1 | -9 | -9 | 3 | · | -4
C/C(=N\Nc1nc(C)cc(-c2ccccc2)n1)c1ccccc1 | 3 | 0.0 | -2 | -31 | 0 | 0 | · | 63*

Structures from the list above that contain an aryl thioether with sulfur outside any ring, in the order listed:
SMILES | ERp5 inh | XiGFP reactiv | RAD54 branch | RAD52 inh | ERAP1 HTS inh | S100A4 MyoIIA | E-sel inducer | esBAF inh
CCCn1c(N)c(N(CCOC)C(=O)CSc2cc(C)c3ccccc3n2)c(=O)[nH]c1=O | 5 | -0.7 | 6 | -1 | 2 | -1 | 0.5 | -11
Cc1c(NC(=O)CSc2nnc(C(C)N(C)C)n2-c2ccccc2)c(=O)n(-c2ccccc2)n1C (configuration not stated) | 3 | 0.2 | 2 | -11 | -1 | 0 | -0.2 | -7
N#CC1(NC(=O)COC(=O)CSc2ccc(F)cc2)CCCCC1 | 6 | 0.3 | -1 | -9 | -9 | 3 | · | -4

Continuation:
SMILES | ERp5 inh | XiGFP reactiv | RAD54 branch | RAD52 inh | ERAP1 HTS inh | S100A4 MyoIIA | E-sel inducer | esBAF inh
O=C(CN1CCN(S(=O)(=O)c2ccc(Br)s2)CC1)NC1CCCCC1 | -6 | 0.0 | 2 | -12 | -3 | 0 | · | 8
O=C(/C=C/c1ccc(F)cc1)Nc1cc(S(=O)(=O)N2CCOCC2)ccc1N1CCOCC1 | 2 | 0.0 | 2 | -8 | 4 | 0 | -0.2 | -4
O=C(Nc1cccnc1)c1ccc(COCC(F)(F)F)cc1 | -9 | · | 2 | -6 | 2 | 1 | · | 20
C[C@H](O)C#Cc1cnc2c(c1)C(=O)N([C@H](C)CO)C[C@@H](C)[C@H](CN(C)C(=O)c1ccccc1F)O2 | 1 | 1.2 | -6 | -14 | -2 | -10 | · | 2
CCOc1ccc(OCC(=O)Nc2ccc(OC)cc2[N+](=O)[O-])cc1 | 3 | 0.3 | · | -5 | 1 | -6 | · | ·
O=C(c1ccc(Br)o1)N1CCC(c2nc3ccccc3[nH]2)CC1 | 4 | 0.0 | · | -9 | -4 | 15 | -0.3 | -6
CCOC(=O)c1cc2c(=O)n3ccccc3nc2n(Cc2ccco2)c1=NC(=O)c1ccccc1OCC | 0 | 0.0 | · | -41 | -41 | -2 | 1.5 | ·
Cc1ccccc1NC(=O)COC(=O)c1cccnc1 | -45 | 0.0 | · | -21 | 8 | 0 | 1.8 | -9
COC(=O)c1ccccc1NC(=O)CN1C(=O)NC2(CCCCCCC2)C1=O | 3 | 0.0 | -4 | -8 | 6 | -5 | · | -7
Cc1ccc(C(C)C)cc1OCC(=O)Nc1ccc(N2CCCCC2)cc1 | -2 | 0.5 | -9 | -21 | 1 | -16 | · | -2
CC(C)NC(=O)N[C@@H]1CC[C@@H](CCNS(=O)(=O)Cc2ccccc2)O[C@@H]1CO | -3 | 0.0 | 0 | -17 | -1 | -2 | -0.2 | 0
CC(C)CCN(C(=S)Nc1cccc(C(F)(F)F)c1)C(C)c1ccccn1 (configuration not stated) | 0 | 0.2 | 6 | -18 | 2 | -8 | · | ·
CCOc1cccc2sc(N(CCN(C)C)C(=O)c3ccc(Br)s3)nc12 | 3 | -0.1 | · | 23 | 0 | 7 | · | -6
CCCNC(=O)Cc1ccc(N)cc1 | -3 | · | · | 5 | 0 | -16 | · | ·
C/C=C/c1cnc2c(c1)C(=O)N([C@@H](C)CO)C[C@H](C)[C@@H](CN(C)C(=O)NC1CCCCC1)O2 | 11 | -0.1 | 2 | -9 | -1 | -1 | 0.3 | 3
CC1(C)S[C@@H]2[C@H](NC(=O)[C@H](N)c3ccccc3)C(=O)N2[C@H]1C(=O)O | -3&-1 | -0.1&0.1 | 14&5 | -10&-10 | 1&-1 | -16&0 | 0.0&0.0 | 5&5
COc1ccc(-c2nc(SC(CC(=O)NCCN3CCOCC3)c3cccs3)n[nH]2)cc1 (configuration not stated) | 3 | 0.1 | 17 | -7 | 0 | 8 | 2.8 | -9
Cc1cc(C(C)(C)C)ccc1OCC(=O)N/N=C\c1c(C)n(C)n(-c2ccccc2)c1=O | 1 | 0.3 | 17 | -3 | -2 | 1 | · | -7
CC(O)c1ccc(-n2cnnn2)cc1 (configuration not stated) | -2 | -0.3 | · | 5 | 2 | -2 | -2.5 | ·
CCOC(=O)c1ccc(S(=O)(=O)NCC(c2ccc(N(C)C)cc2)c2c[nH]c3ccccc23)cc1 (configuration not stated) | 4 | 0.0 | -3 | -22 | -2 | -8 | · | ·
COc1ccc(C(=O)N=C2SC3CS(=O)(=O)CC3N2Cc2ccc(F)cc2)cc1 (configuration not stated) | 2 | 0.5 | 1 | -4 | 2 | 1 | · | -7
COc1ccc(-c2nc(CS(=O)(=O)CC(=O)NCc3ccc4c(c3)OCO4)c(C)o2)cc1 | 2 | 0.0 | 4 | -18 | 3 | -4 | · | -9
CCCOc1ccccc1/C=C(\C#N)C(=O)Nc1cccc(C)n1 | 5 | 0.2 | 3 | -22 | 1 | -7 | · | 3
COc1ccc(O)c(CN2CCN(CCc3ccccc3)C(CCO)C2)c1 (configuration not stated) | -4 | 0.3 | · | -30 | -4 | 1 | -1.2 | ·
CC(=O)Nc1ccc(N/C=C/C(=O)c2ccc(Cl)cc2)cc1 | 0 | 0.0 | -1 | -23 | 0 | -11 | 0.0 | 59*
COc1cc(/C=C/C(=O)OCC(=O)NCCc2ccccc2)cc(OC)c1OC | -2 | 0.0 | · | -1 | -2 | 2 | · | ·
Cc1ccc(C)c(OCCC(=O)OCC(=O)NCc2ccccc2)c1 | -2 | -0.2 | -23 | 4 | -3 | -2 | · | -1
CCCCNC(=O)c1ccc2c(c1)N(C)C(=O)c1ccccc1S2 | -1 | 0.2 | 4 | -5 | 2 | -16 | · | 9
CN1C(=O)c2cc(NC(=O)c3ccc(C(F)(F)F)cc3)ccc2OC[C@@H]2O[C@@H](CC(=O)NCc3ccc4c(c3)OCO4)CC[C@@H]21 | 11 | 0.0 | -1 | -6 | 1 | -4 | 0.0 | -16
COc1ccc(NC(=O)Nc2ccc3c(c2)[C@@H]2C[C@@H](CC(=O)NCc4ccccc4F)O[C@@H](CO)[C@@H]2O3)cc1 | 16 | 0.1 | 0 | -3 | 3 | 18 | 0.5 | -1
O=c1[nH]sc2ccccc12 | -4 | 0.0 | · | 7 | 8 | 1 | -1.5 | ·
Cc1cc(C)n(Cc2ccc(Cl)nc2)n1 | 1 | 0.1 | 5 | -7 | -1 | -1 | 4.4 | 7
CCOc1ccccc1N1CC(O)=C(c2nc3ccccc3s2)C1=N | 1 | · | -2 | -16 | 1 | -2 | · | -3
O=C(NCCCc1ccc(F)cc1)C1CCC(=O)N(CCCN2CCCC2=O)C1 (configuration not stated) | 0 | 0.0 | -13 | 2 | -5 | -27 | · | 1
CCn1c(SCC(=O)NCc2ccccc2)nnc1C(CO)NC(=O)c1ccccc1 (configuration not stated) | -3 | 0.1 | 3 | -12 | 32* | -1 | 2.3 | -4
COc1cccc(C(=O)Nc2ccc3c(c2)OC[C@@H](C)N(C(=O)C2CCOCC2)C[C@@H](C)[C@H](OC)CN(C)C3=O)c1 | 0 | -0.3 | -10 | 0 | 4 | -39 | -0.1 | 5
Cc1cccc(C)c1-n1nnnc1SCC(=O)N1CCNC1=O | 1 | 0.0 | 3 | -4 | 13 | 5 | · | ·

The order is random, and some 2.5% of all compounds hit somewhere here.
